# Bioassay records: PubChem BioAssay, National Center for Advancing Translational Sciences (NCATS)
# AmpC inh detg – qHTS Inhibitors of AmpC Beta-Lactamase (assay with detergent); P00811; AmpC hydrolysis of nitrocefin, absorbance 480 nm, 0.01% Triton; Potency, µM (series often up to 114 µM), for inactives: at the highest dose activity change, negative = inhibition, usual class: inhibitors; 370,000 compounds, 0.041% hits;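 further: potency means the concentration at half of the fitted maximal effect; 0% = no-compound wells and -100% = no-enzyme wells; nearly all actives have a fitted effect of over 25% in size; some results filed as inactive show a strong effect at the top dose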
# Target sequence (P00811 whole entry, looked up): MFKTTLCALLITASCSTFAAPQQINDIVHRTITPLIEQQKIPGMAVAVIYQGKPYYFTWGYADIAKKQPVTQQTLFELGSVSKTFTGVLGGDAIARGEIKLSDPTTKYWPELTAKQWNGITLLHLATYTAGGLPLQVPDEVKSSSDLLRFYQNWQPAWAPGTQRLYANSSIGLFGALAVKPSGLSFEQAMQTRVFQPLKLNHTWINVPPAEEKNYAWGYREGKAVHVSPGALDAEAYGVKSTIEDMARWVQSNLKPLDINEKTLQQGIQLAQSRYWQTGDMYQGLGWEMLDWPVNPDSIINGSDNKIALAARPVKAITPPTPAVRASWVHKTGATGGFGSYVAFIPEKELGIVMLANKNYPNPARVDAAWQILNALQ
#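 AmpC (5.3 nM in the dispensed reagent) in 20 mM phosphate pH 7.0 with 0.01% (detergent screen) or 0.0001% Triton X-100 was preincubated with compounds for 15 min at room temperature. Nitrocefin was then added from an 800 uM solution, and hydrolysis was followed at 480 nm.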
# AMA1-RON2 inh – qHTS for Inhibitors of AMA1-RON; Towards Development of Antimalarial Drug Lead: Primary Screen; Potency, µM (titrated, usually from 58.2 µM), without a hit: top-dose activity change, negative = inhibition, most hits filed as inhibitors; Plasmodium falciparum AMA1 (3D7) - RON2 peptide interaction; AlphaScreen AMA1-biotinylated RON2 peptide binding; 360,000 compounds, 0.2% hits; AID 720542, 2013;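 further: potency means the concentration at half of the fitted maximal effect; 0% = vehicle wells and -100% = peptide control; nearly all actives have a fitted effect of over 45% in size; some results filed as inactive show a strong effect at the top dose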
#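 AMA1 (3D7) with his tag at 25 nM final met compounds first, then biotinylated RON2 peptide at 25 nM; detection used donor plus acceptor beads, 10 µg/mL apiece, read by AlphaScreen after 30 min at room temperature.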
# Shiga inhibitor – A qHTS for Small Molecule Inhibitors of Shiga Toxin; 290,000 compounds, 9.2% hits; inhibition, % at 38.7 µM; Vero cells, Shiga toxin protein synthesis inhibition reporter; AID 2315, 2010; in the data active means inhibition mostly above about 28%, no sharp cut-off; inactive means mostly below about 43%; further: 0% is about no effect
# AmpC no deterg – qHTS Inhibitors of AmpC Beta-Lactamase (assay without detergent) | Potency, µM (highest dose often 57.1 µM), for the others: top-dose activity change, negative = inhibition, most hits filed as inhibitors | AID 485341, 2010 | P00811 | AmpC nitrocefin hydrolysis, absorbance 480 nm, 0.0001% Triton | 330,000 compounds, 0.52% hits;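 further: potency means the concentration at half of the fitted maximal effect; plate controls were no compound for no effect and no enzyme for full effect; nearly all actives have a fitted effect of over 20% in size; some results filed as inactive show a strong effect at the top dose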
#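 20 mM phosphate pH 7.0 + 0.01% (detergent screen) or 0.0001% Triton X-100; 5.3 nM AmpC reagent; cpd preinc 15 min RT; nitrocefin (800 uM stock) to start; A480 q20 s × 4 min; Activity was normalised to no-enzyme and no-compound control wells.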
# HCMV antiviral – qHTS Assay for inhibitors of the human cytomegalovirus (HCMV). HFF cells, HCMV-luciferase reporter, 72 h; active compounds read low. activity change, negative = inhibition, % at 57.5 µM. 410,000 compounds, 4.5% hits. AID 1259415, 2018; in the data active means activity change below about -60%; inconclusive means no clear call, values can overlap the other calls; inactive means above about -39%; further: on the % scale 0 is the no-effect control and ±100 the full control effect
#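 After 16 h attachment at 37C, HFF cells received test compound and HCMV-luciferase (1 PFU/cell); reporter luminescence read 72 h later, data normalized against buffer-only and known inhibitor Salinomycin.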
# Giardia FBPA inh – qHTS Assay for Inhibitors of Fructose-1,6-bisphosphate Aldolase from Giardia Lamblia; A8B2U2; purified Giardia FBPA; Potency, µM (top dose mostly 59.6 µM), without a hit: top-dose activity, negative = inhibition, actives largely listed as inhibitors; 290,000 compounds, 0.71% hits; AID 2451, 2010; further: potency means the concentration at half of the fitted maximal effect; on the % scale 0 is the no-effect control and ±100 the full control effect; nearly all actives have a fitted effect of over 55% in size
# Target sequence (A8B2U2 whole entry, looked up): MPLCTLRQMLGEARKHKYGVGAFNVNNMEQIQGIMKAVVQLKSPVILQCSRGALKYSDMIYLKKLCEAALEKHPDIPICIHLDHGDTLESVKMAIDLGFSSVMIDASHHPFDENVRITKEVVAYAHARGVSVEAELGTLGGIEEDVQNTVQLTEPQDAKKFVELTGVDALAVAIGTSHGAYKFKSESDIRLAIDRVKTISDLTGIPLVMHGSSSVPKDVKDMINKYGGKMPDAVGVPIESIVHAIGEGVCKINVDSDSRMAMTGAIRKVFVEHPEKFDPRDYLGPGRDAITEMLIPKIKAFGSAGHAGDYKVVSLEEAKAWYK
#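 40 nM FBPA preincubated 10 min at RT with compound (up to 57.5 uM final), then substrate plus GAPDH/TPI/NAD/arsenate coupling and diaphorase/resazurin added. Fluorescence read after 20 min at RT, 525/598 nm.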
# Cycloheximide cs – Cycloheximide Counterscreen for Small Molecule Inhibitors of Shiga Toxin; cell reporter, cycloheximide protein synthesis inhibition counterscreen; max response, %; 300,000 compounds, 12% hits; AID 2314, 2010; in the data active means max response mostly above about 13%, no sharp cut-off; inactive means mostly below about 14%; further: read at 38.3 µM for the half of the compounds with a filed dose; 0% is about no effect
# Starred values were filed as active, the others as inactive; ? = inconclusive; · = no result given; & = joins results of further samples; [ ] = dose if it differs, or a comment. Unless noted, the call rests on the fitted dose curve; in most records, active means well fitted curve in the direction sought with a large enough effect; inconclusive means small, poorly fitted or top-dose-only effect, or another doubt; inactive means no such curve, though single readings can be large; an effect the other way counts as inactive or inconclusive.
# Sample of the layout (9 entries):
SMILES,AmpC inh detg,AMA1-RON2 inh,Shiga inhibitor,AmpC no deterg,HCMV antiviral,Giardia FBPA inh,Cycloheximide cs
CN(C[C@H](CC1CCCCC1)N(C[C@H](Cc1ccccc1)N(CCc1ccccc1)N=O)N=O)N=O,1%,-2%,-4,-11%,7,-7%,-3
O=C(NC(=S)Nc1ccc2c(c1)C(=O)c1ccccc1C2=O)c1ccc(F)cc1,?,·,103*,-23%,·,-11%,72*
CC1Oc2ccccc2N(CC(=O)N(Cc2ccccc2)Cc2ccccn2)C1=O (stereo unspecified),-13%,1%,-2,58%,-4,0%,-2
CN(CCC#N)CC(=O)Nc1ccc(S(N)(=O)=O)cc1,0%,-2%,-11,-19%,?,5%,8
Cc1ccc(S/C(=N\S(=O)(=O)c2ccc(Cl)cc2)c2ccccc2)cc1,3%,14%,11,-10%,-2,8%,-4
Cc1ccc(S(=O)(=O)N(Cc2ccc(Cl)cc2)c2ccccc2C(=O)NCc2cccnc2)cc1,?,-5%,-8,41%,-35,7%,7
Cc1ccc2[nH]c(=O)c3cc(C(=O)NCC4CCCO4)sc3c2c1 (stereo unspecified),1%,-1%,6,-15%,?,-4%,-1
Nc1ccccc1-c1nnc2n1CCCCC2,3%,-25%,-4,2%,-37,-6%,5
CSc1nc2ccc(S(=O)(=O)N(C)C)cc2s1,-3%,-3%,-4,2%,?,9%,8

# The list itself (from the top)
SMILES,AmpC inh detg,AMA1-RON2 inh,Shiga inhibitor,AmpC no deterg,HCMV antiviral,Giardia FBPA inh,Cycloheximide cs
CN(C[C@H](CC1CCCCC1)N(C[C@H](Cc1ccccc1)N(CCc1ccccc1)N=O)N=O)N=O,1%,-2%,-4,-11%,7,-7%,-3
O=C(NC(=S)Nc1ccc2c(c1)C(=O)c1ccccc1C2=O)c1ccc(F)cc1,?,·,103*,-23%,·,-11%,72*
CC1Oc2ccccc2N(CC(=O)N(Cc2ccccc2)Cc2ccccn2)C1=O (stereo unspecified),-13%,1%,-2,58%,-4,0%,-2
CN(CCC#N)CC(=O)Nc1ccc(S(N)(=O)=O)cc1,0%,-2%,-11,-19%,?,5%,8
Cc1ccc(S/C(=N\S(=O)(=O)c2ccc(Cl)cc2)c2ccccc2)cc1,3%,14%,11,-10%,-2,8%,-4
Cc1ccc(S(=O)(=O)N(Cc2ccc(Cl)cc2)c2ccccc2C(=O)NCc2cccnc2)cc1,?,-5%,-8,41%,-35,7%,7
Cc1ccc2[nH]c(=O)c3cc(C(=O)NCC4CCCO4)sc3c2c1 (stereo unspecified),1%,-1%,6,-15%,?,-4%,-1
Nc1ccccc1-c1nnc2n1CCCCC2,3%,-25%,-4,2%,-37,-6%,5
CSc1nc2ccc(S(=O)(=O)N(C)C)cc2s1,-3%,-3%,-4,2%,?,9%,8
CCNS(=O)(=O)c1ccc(CCC(=O)N2CCOCC2)cc1,-19%,1%,·,-7%,15,12%,-3
Cc1ccnc(NC(=O)CNC(=O)c2ccc3c(c2)OCO3)c1,-8%,-5%,45*,-16%,14,·,26*
Cc1ccccc1-c1nc(P(=O)(c2ccccc2)c2ccccc2)c(N2CCOCC2)o1,-11%,-15%,-9,104%[activator],57,3%,-1
CCN(c1ccccc1)S(=O)(=O)c1ccc(C(=O)Oc2ccc(C(C)=O)cc2)cc1,-4%,-5%,-2,-1%,33,-1%,7
O=C(Nc1cc(F)ccc1F)C1CCCO1 (stereo unspecified),-11%,-7%,-3,-14%,35,3%,-3
CCc1cc(C(=O)NNC(=O)CCN2CCN(c3ccccc3)CC2)sc1C,5%,109%[activator],-11,3%,-21,·,-1
COC(=O)CCCC(=O)N1CCCC(C(=O)c2ccc(OC)cc2C)C1 (stereo unspecified),10%,14%,9,34%,-17,0%,5
CCc1ccccc1NC(=O)COc1cccc2ccc(C)nc12,?,1%,-2,-10%,?,6%,-5
O=C(O)CC1Oc2ccc(Cl)cc2NC1=O (stereo unspecified),?,-3%,4,11µM*,17,5%,-4
Cc1cccc(-c2nnc(-c3cccc(NC(=O)Cc4cccs4)c3)o2)c1,?,5%,13,8%,2,-2%,20*
O=C(Nc1cccc(S(=O)(=O)N2CCCCCC2)c1)C1CC(=O)N(c2ccc3c(c2)OCCO3)C1 (stereo unspecified),?,-11%,·,?,-26,·,·
Cc1ccc(Nc2cc(=O)[nH]c(=O)[nH]2)cc1Cl,2%,2%,-14,-11%,-39,-1%,1
CC(=O)NC(CC(=O)N(C)Cc1cccc(Cl)c1Cl)c1ccccc1 (stereo unspecified),3%,5%,-19,88%[activator],-12,7%,-1
CCOc1ccccc1C(=O)Nc1nnc(COC)s1,-7%&12%,0%,22,4%,6&19,32%,21*
CCOc1cc(C(=O)NCCOC)ccc1OC,?,-1%,-13,6%,?,3%,-1
CCOC(=O)N1CCN(C(=O)C(C)n2nc(C)n3c(cc4sccc43)c2=O)CC1 (stereo unspecified),2%,-3%,-9,30%,12,7%,-5
CC1CCCCN1CCNC(=O)C1CCN(S(=O)(=O)c2cccc3nsnc23)CC1 (stereo unspecified),1%,4%,16,28%,-5,·,-3
CCOC(=O)C(NC(C)=O)(Nc1ccc(F)cc1)C(F)(F)F (stereo unspecified),-14%,-4%,8,-9%,-24,9%,-2
Cc1cc(OC(=O)c2ccccc2[N+](=O)[O-])c([N+](=O)[O-])c(=O)[nH]1,-10%,-2%,0,-22%,16,0%,-4
CCCn1c(SCC(=O)Nc2ccc3c(c2)CCC3)n[nH]c1=O,0%,11%,3,-15%,3,-2%,8
COc1cc(/C=N/NC(=O)COc2c(C)cc([N+](=O)[O-])cc2C)ccc1OC(=O)c1ccccc1Br,-9%,-24%,-3,-26%,-24,-1%,6
N#CC1=C(N)Oc2cc(N)ccc2C1C1CC=CCC1 (stereo unspecified),-2%,20%,-10,-10%,-28,-17%,-3
CN1CCN(c2nc(N(C)C)oc(=O)c2C#N)CC1,-2%,-12%,-16,-30%,-16,2%,-3
CC(C)C(=O)N1CCN(c2ccccc2NC(=O)c2cc([N+](=O)[O-])ccc2N2CCOCC2)CC1,0%,-10%,-12,2%[2.29 µM],-11,5%,1
O=C1C2CCCCN2C(=O)N1CCN1CCN(c2ccc([N+](=O)[O-])cc2)CC1 (stereo unspecified),-2%,-28%,7,5%,-23,-10%,1
COc1ccc(C2C3=C(Nc4ncnn42)c2ccccc2CC3)cc1OC (stereo unspecified),-8%,·,-7,-1%,·,?,-7
Cc1ccc(N(CC(=O)Nc2ccc(Br)c(C)c2)S(=O)(=O)c2c(C)[nH]c(=O)[nH]c2=O)cc1,-2%,3%,-4,-51%,-30,·,-4
O=C(CN1CCc2ccccc2C1)c1cccs1,-4%,-14%,82*,-19%,16,-26%,49*
COc1cccc(NC(=O)CCNC(=O)Cn2ccc3ccccc3c2=O)c1,1%&-15%,-7%,-20,0%,-3&-8,2%,-3
O=S(=O)(Nc1ccc2nc(N3CCOCC3)sc2c1)c1ccccc1,-13%,-4%,·,-9%,24,·,·
O=C(COc1ccc(Cl)cc1)NCc1nnc(SCC(=O)NCC2CCCO2)o1 (stereo unspecified),0%,102%[activator],9,-6%,-23,-8%,2
N#Cc1cc2c(nc1SCc1nc3ccccc3[nH]1)CCC2,-13%,·,22,43%,·,-4%,44*
CCCc1ccc2oc(C(=O)NCCN3CCCC(C(N)=O)C3)c(C)c2c1 (stereo unspecified),-9%,3%,-4,129%[activator],?,·,8
CC(=O)Nc1ccc2nc(-c3ccccn3)[nH]c2c1,-1%,132%[activator],74*,1%,49,?,46*
O=c1cc(CN2CCC3(CC2)OCCO3)c2c(ccc3ccccc32)o1,0%,8%,4,?,32,-12%,1
CCNc1nc(OC)nc(N2CCC(Cc3ccccc3)CC2)n1,-10%,-1%,4,-10%,15,7%,-1
ON1C2CCCCC2N(O)C1c1ccccc1F (stereo unspecified),1%,?,-22,-9%,13,-7%,-2
CN1CCc2c(sc3c2C(=O)NC(/C=C\c2ccccc2)N3)C1 (stereo unspecified),1%,39%[activator],28,-4%,5,-30%,-3
CSc1ccccc1C(=O)Nc1cc(C)ccc1C,0%,0%,-11,-23%,?,-2%,-2
COc1ccc(N2CCN(C(=O)CN3c4cccc5cccc(c45)S3(=O)=O)CC2)cc1,·,-13%,·,-18%,-15,·,·
O=C(O)CNC1=NCCCCC1,-18%,7%,13,-31%,5,-1%,-7
CCN1C(=O)N(S(=O)(=O)c2ccc(C)cc2)[C@@H](c2ccccc2)C(C(=O)OC)=C1C,2%,-1%,-4,14%,-21,5%[12.9 µM],-2
Cc1nn(C)cc1NC(=O)CC12CC3CC(CC(C3)C1)C2,-9%,3%,-5,-4%,64,-27%,-4
C/C(=N\NC(=O)CSc1ncccn1)c1ccc2c(c1)OCCO2,-3%,16%,42,9%,·,0%,10
CCc1cccc2c(C(=O)CN3C(=O)NC4(CCCCC4)C3=O)c[nH]c12,·,9%,·,-21%,?,·,·
O=C(CCCN1C(=O)c2ccccc2C1=O)Nc1c(C(=O)C2CC2)oc2ccccc12,1%,8%,-6,-19%,19,1%,-5
CCN(C(=O)COC(=O)c1cc(=O)c2ccccc2o1)c1c(N)n(Cc2ccccc2)c(=O)[nH]c1=O,?,6%,·,?,-36,·,·
COc1ccc(C(c2nnnn2Cc2cccs2)N2CCN(c3ccc(F)cc3)CC2)cc1OC (stereo unspecified),0%,-5%,3,93%[activator],20,2%,10
O=C(CCCn1c(=O)c2sccc2n(CC(=O)NCc2ccco2)c1=O)NCc1ccco1,3%,-2%,-7,-13%,21,3%,-2
COC(=O)c1ccc(CSc2nc3ccccc3c(=O)n2N)cc1,-5%,7%,-6,-22%,-18,11%,6
